High-throughput results from PubChem.
Sm TGR inh: blocks Schistosoma mansoni thioredoxin glutathione reductase; Q962Y6; purified TGR, DTNB reduction, TNB absorbance 405 nm; Potency, µM (series often up to 114 µM), without a hit: at the highest dose activity change, negative = inhibition, actives largely listed as inhibitors; 3% of 360,000 active; AID 485364; note: potency is the fitted concentration of half-maximal effect; % is set by controls: 0 for no effect and ±100 for the full control effect; nearly all actives have a fitted effect of over 60% in size
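TGR 20 nM + NADPH 100 uM (dispensed conc.), cpd preinc 15 min RT; start with NADPH (500 uM addition) then DTNB (15 mM addition). Kinetic TNB absorbance, 405 nm filter. Four-parameter Hill fit across titration.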
Giardia FBPA inh: Giardia lamblia aldolase inhibition; A8B2U2; purified Giardia FBPA; 0.71% of 290,000 active; Potency, µM (doses to about 59.6 µM), for inactives: at the top dose activity, negative = inhibition, usual class: inhibitors; note: potency is the fitted concentration of half-maximal effect; % is set by controls: 0 for no effect and ±100 for the full control effect; nearly all actives have a fitted effect of over 55% in size
Target sequence (A8B2U2 whole entry, looked up): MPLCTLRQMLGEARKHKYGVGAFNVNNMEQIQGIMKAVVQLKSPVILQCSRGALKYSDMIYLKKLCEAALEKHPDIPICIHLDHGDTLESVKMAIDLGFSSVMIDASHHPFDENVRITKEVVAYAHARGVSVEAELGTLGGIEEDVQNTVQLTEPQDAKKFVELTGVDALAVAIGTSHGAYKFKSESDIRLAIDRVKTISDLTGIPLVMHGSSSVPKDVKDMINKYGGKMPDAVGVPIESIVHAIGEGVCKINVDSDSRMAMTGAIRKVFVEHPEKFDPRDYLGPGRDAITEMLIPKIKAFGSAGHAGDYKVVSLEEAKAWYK
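Giardia FBPA (40 nM reagent) was preincubated 10 min at RT with compound (up to 57.5 uM final), then substrate plus GAPDH/TPI/NAD/arsenate coupling system with diaphorase/resazurin was added; resorufin fluorescence (525/598 nm) was read after 20 min.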
CHX counter: counter-screen hit for Shiga toxin inhibitors, cycloheximide. cell reporter, cycloheximide protein synthesis inhibition counterscreen. max response, %. 12% of 300,000 active. AID 2314; in the data active = max response mostly above about 13%, no sharp cut-off; inactive = mostly below about 14%; note: read at 38.3 µM for the half of the compounds with a filed dose; 0% is about no effect
Pf growth 96h: inhibits malaria parasite growth, 96 h | P. falciparum luciferase reporter growth, 96 h | Potency, µM (series often up to 28.7 µM), inactives show top-dose activity change, negative = inhibition, usual class: inhibitors | 6.9% of 320,000 active; note: potency is the fitted concentration of half-maximal effect; % is set by controls: 0 for no effect and ±100 for the full control effect
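Cell-based qHTS: luciferase-tagged P. falciparum in erythrocytes (2% hematocrit, 0.05% parasitemia final) incubated with compounds for 96 hours, 37 C, 5% CO2; luciferase detection reagent then added and luminescence measured.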
Shiga toxin inh: Shiga toxin inhibition. AID 2315. Vero cells, Shiga toxin protein synthesis inhibition reporter. 9.2% of 290,000 active. inhibition, % at 38.7 µM; in the data active = inhibition mostly above about 28%, no sharp cut-off; inactive = mostly below about 43%; note: 0% is about no effect
Pf growth 48h: P. falciparum growth inhibition at 48 hours (one generation); P. falciparum luciferase growth in erythrocytes, 48 h; Potency, µM (top dose mostly 28.7 µM), without a hit: at the top dose activity change, negative = inhibition, hits mostly inhibitors; 5.9% of 310,000 active; note: potency is the fitted concentration of half-maximal effect; % is set by controls: 0 for no effect and ±100 for the full control effect
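Read-out is firefly luciferase luminescence from an integrated reporter in P. falciparum, so falling signal marks reduced parasite growth. Infected erythrocytes were at 2% hematocrit and 0.1% parasitemia (final) in Albumax-supplemented RPMI 1640.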
An asterisk follows results filed as active; ? = inconclusive; · = no result given; & = joins results of further samples; [ ] = remark or other dose. Unless noted, calls come from the whole dose curve; as a rule, active = well fitted curve in the direction sought with a large enough effect; inconclusive = small, poorly fitted or top-dose-only effect, or another doubt; inactive = no such curve, though single readings can be large; an effect the other way counts as inactive or inconclusive.

No.	Compound	Sm TGR inh	Pf growth 96h	Giardia FBPA inh	Pf growth 48h	Shiga toxin inh	CHX counter
1	NNC(=O)c1cc(C23CC4CC(CC(C4)C2)C3)[nH]n1	4.5%	?	11.0%	-6.5%	-0.8	7.2
2	CCOC(=O)c1cc2c(ccc3nc(C)c(C)c32)[nH]c1C	-7.8%	-2.9%	2.6%	?	10.5	11.4
3	CC(C)(C)NS(=O)(=O)c1ccc(NC(=O)Cc2ccccc2[N+](=O)[O-])cc1	·	-3.3%	-7.1%	-1.8%	25.8	1.4
4	O=C(Nc1ccc(S(=O)(=O)C(F)F)cc1)c1ccc2c(=O)n3c(nc2c1)CCC3	-3.4%	?	·	?	·	·
5	Clc1cccc(Cl)c1/C=N\Nc1nccs1	3.3%	9.28µM*	-2.8%	?	2.4	9.8
6	NC(=O)c1ccsc1NC(=O)COC(=O)c1cnccn1	-6.5%	18.2%	·	-11.0%	·	·
7	Cc1ccc(SCC(=O)Nc2c(Br)cnn2C)cc1	16.1%	24.4%	1.9%	4.0%	2.7	-2.4
8	O=C1NCC(=O)N(Cc2ccccc2)/C1=C/c1ccccc1	5.6%	3.4%	-2.9%	398.8%[activator]	-7.7	-7.4
9	CCOCCCn1c(SCC(=O)Nc2ccc3[nH]c(=O)[nH]c3c2)nc2ccccc2c1=O	-12.6%	11.6%	·	11.8%	·	·
10	CCOC(=O)c1ccc(NC(=O)CSc2nnc(-c3cccs3)n2C)cc1	1.7%	3.29µM*	0.1%	?	-17.8	-2.6
11	Cc1c(O)ccc2c3c(c(=O)oc12)CCCC3	-17.4%	60.4%[activator]	4.2%	3.8%	-13.7	-2.2
12	Nc1nc(N)nc(-c2ccccc2-c2nc(N)nc(N)n2)n1	1.7%	-0.3%	2.2%	11.0%	-2.1	-0.4
13	CCC(=O)Nc1c(C(=O)Nc2cccc(OC)c2)oc2ccccc12	0.0%	54.1%[activator]	-7.8%	117.4%[activator]	36.6	17.7*
14	CCCC1(C(=O)OCC)NC(c2ccco2)C2C(=O)N(C)C(=O)C21 (stereo unspecified)	-21.0%	?	0.9%	-4.7%	14.4	2.1
15	COc1ccc(OC)c(C2=Nn3c(nnc3-c3cc(OC)c(OC)c(OC)c3)SC2)c1	3.2%	32.6%[activator]	?	6.57µM*	-16.6	-4.8
16	O=[N+]([O-])c1cc(C(F)(F)F)ccc1NCCc1ccncc1	2.5%	15.8%	10.5%	-26.0%	2.6	9.8
17	Cn1nc(C(=O)NCc2ccc(F)cc2)c2ccccc2c1=O	0.0%	-28.9%	0.6%	-5.4%	-10.4	-3.8
18	Cc1nn(C)cc1C(C(=O)NC1CCCCC1)N(C(=O)Cc1cccs1)c1ccc(C(C)C)cc1 (stereo unspecified)	19.0%	-28.7%	-0.6%	?	-9.0	-3.3
19	O=C(N/N=C/c1ccc(-c2cccc([N+](=O)[O-])c2)o1)c1ccc([N+](=O)[O-])cc1	3.9%	13.3%	0.4%	?	8.7	14.6
20	CC(=O)Nc1nc2ccccc2n1Cc1ccccc1	-2.2%	11.7µM*	-12.6%	?	-14.2	-3.6
21	Cc1c2c(=O)n(-c3nc4ccccc4s3)nc-2cc(O)n1Cc1ccccc1	-7.4%	2.94µM*	-6.2%	2.94µM*	22.3	11.4
22	O=C(Cn1cccc1C(=O)c1ccccc1)NCc1ccccc1	-15.7%	·	1.0%	·	22.3	9.2
23	O=C(NCCc1ccccc1)C(=O)NCC1CCNCC1	0.4%	-23.8%	0.2%	9.8%	29.2	-3.5
24	COC(=O)c1cc(NC(=O)c2cc(-c3ccc(Cl)cc3)oc2C(F)(F)F)ccc1N1CCOCC1	0.4%	?	-11.3%	11.7µM*	2.9	0.5
25	Cc1ccc(S(=O)(=O)N2CCN(CC(=O)N/N=C\c3cccnc3)CC2)cc1	-3.7%	12.4%	2.4%	-1.4%	3.6	-3.4
26	O=C(O)CC(CNS(=O)(=O)c1cccc2nsnc12)c1ccccc1 (stereo unspecified)	3.0%	-8.2%	12.8%	-12.0%	-4.3	-1.5
27	CCC1=C(OC(=O)N(CC)CC)N2C(=O)OC(=NCC(=O)OC)[C@]2(Cc2ccccc2)[C@H]2C1=CC[C@H]1C(=O)NC(=O)[C@H]12	6.2%	?	-0.2%&6.9%	?	13.8	-6.4
28	NC(=S)N/N=C\c1ccc(-c2cccc(Cl)c2Cl)o1	0.0%	?	-9.6%	·	28.6	23.7
29	Cc1cc2ncn(-c3ncnc4sc5c(c34)CCCC5)c2cc1C	3.4%	·	15.4%	7.9%	15.2	5.7
30	O=C(O)c1cccc([N+](=O)[O-])c1C(=O)Nc1cccc2ccccc12	-23.8%	53.5%[activator]	-23.3%	-6.7%	·	19.5*
31	O=c1[nH]c2ccccc2n2c(C(F)(F)F)nnc12	-4.4%	37.6%[activator]	4.7%	8.9%	3.6	-2.7
32	O=C1C=C(c2ccccc2)CC(c2cccs2)C1n1cnc([N+](=O)[O-])c1 (stereo unspecified)	-35.1%	?	-13.4%	?	-18.0	-4.8
33	CCOC(=O)c1ccc(NC(=O)CN(C)S(=O)(=O)c2ccc(OC)cc2)cc1	-2.6%	10.6%	6.3%	?	0.5	11.1
34	Fc1ccc(-c2nc3c(-c4ccc(F)cc4)cnn3cc2CCN2CCOCC2)cc1	-2.0%	?	-0.5%	0.0%	-9.5	-2.8
35	COCC(=O)Nc1ccc(S(=O)(=O)Nc2nccs2)cc1	1.3%	-3.9%	-21.4%	5.2%	11.1	7.6
36	c1cnc2c(C3NCCc4c3[nH]c3ccccc43)cccc2c1 (stereo unspecified)	-7.7%	?	10.7%	?	-13.3	-2.0
37	CC(=O)Nc1ccc(N2C(C(C)=O)=NN(c3ccccc3)C2c2cccs2)cc1 (stereo unspecified)	10.5%	?	0.0%	?	5.8	0.3
38	O=C(Nc1ccc(F)c(F)c1)C1CCCN(S(=O)(=O)c2cccc3nonc23)C1 (stereo unspecified)	-7.5%&-6.5%	0.0%	1.7%	?	-3.1	-2.9
39	CCCn1c(=O)c(C(=O)Nc2cc(C)ccn2)c(O)c2ccccc21	0.0%	-14.4%	-7.2%	28.3%	·	9.3*
40	CC1CCN(CCCOc2ccc(OCc3ccccc3)cc2)CC1	3.2%	?	-10.4%	21.8%	81.4*	24.2*
41	CCn1nnc(-c2ccccc2NS(=O)(=O)c2ccc(C(=O)OC)cc2)n1	0.8%	·	-1.6%	2.9%	25.4	-2.5
42	O=C(NCCc1ccc(F)cc1)c1ccc([N+](=O)[O-])cc1	·	13.7%	-3.1%	61.1%[activator]	66.8*	33.8*
43	COc1ccc(Br)cc1CN1CCSCC1	2.1%	10.7%	?	3.9%	-11.3	-3.2
44	O=C(O)C1CCCCC1C(=O)NCCc1ccc(Cl)cc1 (stereo unspecified)	-3.8%	·	1.6%	13.9%	-2.0	7.5
45	CCC(C(=O)Nc1ncn[nH]1)(C(F)(F)F)C(F)(F)F	9.9%	59.1%[activator]	10.5%	37.2%[activator]	6.1	6.9
46	Cc1nn(C(C)C)c(C)c1CN1CCCC(CCC(=O)NCc2ccccc2F)C1 (stereo unspecified)	11.2%	-32.9%	7.2%	?	-4.2	-1.6
47	COC(=O)C(C(C)C)N1CCc2c(C)nc3c(C#N)cnn3c21 (stereo unspecified)	?	?	-2.9%	?	-13.8	1.2
48	CCOC(=O)N1CCN(C(=O)c2ccc3nc(-c4ccccc4)c(-c4ccccc4)nc3c2)CC1	-18.3%	1.6%	·	?	-5.5	-3.3
49	O=C1Cn2c(nc3ccccc32)N1c1ccccc1F	-20.0%	·	-3.3%	-2.9%	-5.4	15.9
50	COc1ccc(NS(=O)(=O)c2ccc(C(=O)OC(C)C(=O)N3CCOCC3)cc2)cc1 (stereo unspecified)	1.9%	-7.7%	·	-4.0%	-11.4	1.9
51	CN1CCN(c2ccc([N+](=O)[O-])c(NCC3CCCO3)c2)CC1 (stereo unspecified)	?	81.2%[activator]	?	2.5%	23.0	2.9
52	N=c1c2c3c(sc2ncn1CCCN1CCOCC1)CCCCC3	5.0%	·	5.7%	-5.3%	7.7	-5.9
53	CC(C)CC(c1nnnn1C1CCCC1)N1CCN(C(=O)c2ccco2)CC1 (stereo unspecified)	-6.0%	9.28µM*	-7.4%	-25.0%	14.6	5.2
54	COC(=O)CCCCC1SCC2NC(=O)NC21O (stereo unspecified)	6.6%	?	0.8%	·	-7.0	-2.7
55	ClC1(Cl)CC1Cn1c(C2CC2)nc2ccccc21 (stereo unspecified)	3.2%	?	1.3%	-17.4%	-6.0	-3.5
56	C[C@H](NC(=O)c1nc[nH]c1C(=O)NCc1ccc(CNC(=O)OC(C)(C)C)cc1)C(=O)OC(C)(C)C	4.3%	1.31µM*	-17.9%	?	8.6	11.8
57	CC(=O)NC(Cc1ccccc1)C(=O)OCC(=O)c1ccc(Br)cc1 (stereo unspecified)	5.6%	109.5%[activator]	4.6%	-10.6%	10.2	-2.8
58	CCn1c2ccccc2c2cc(NS(=O)(=O)c3ccccc3C)ccc21	17.3%	?	1.1%	?	10.7	-3.2
59	O=C(NC(=S)Nc1ccccc1N1CCCCC1)c1ccc(F)cc1Cl	-16.7%	?	·	11.7µM*	3.9	2.1
60	CN(C)S(=O)(=O)c1cccc(NC(=O)CN2C(=O)NC(CCc3ccccc3)C2=O)c1 (stereo unspecified)	3.9%	-6.3%	3.3%	?	-1.4	-2.5

Taken from above (twelve entries):
No.	Compound	Sm TGR inh	Pf growth 96h	Giardia FBPA inh	Pf growth 48h	Shiga toxin inh	CHX counter
44	O=C(O)C1CCCCC1C(=O)NCCc1ccc(Cl)cc1 (stereo unspecified)	-3.8%	·	1.6%	13.9%	-2.0	7.5
45	CCC(C(=O)Nc1ncn[nH]1)(C(F)(F)F)C(F)(F)F	9.9%	59.1%[activator]	10.5%	37.2%[activator]	6.1	6.9
46	Cc1nn(C(C)C)c(C)c1CN1CCCC(CCC(=O)NCc2ccccc2F)C1 (stereo unspecified)	11.2%	-32.9%	7.2%	?	-4.2	-1.6
47	COC(=O)C(C(C)C)N1CCc2c(C)nc3c(C#N)cnn3c21 (stereo unspecified)	?	?	-2.9%	?	-13.8	1.2
48	CCOC(=O)N1CCN(C(=O)c2ccc3nc(-c4ccccc4)c(-c4ccccc4)nc3c2)CC1	-18.3%	1.6%	·	?	-5.5	-3.3
49	O=C1Cn2c(nc3ccccc32)N1c1ccccc1F	-20.0%	·	-3.3%	-2.9%	-5.4	15.9
50	COc1ccc(NS(=O)(=O)c2ccc(C(=O)OC(C)C(=O)N3CCOCC3)cc2)cc1 (stereo unspecified)	1.9%	-7.7%	·	-4.0%	-11.4	1.9
51	CN1CCN(c2ccc([N+](=O)[O-])c(NCC3CCCO3)c2)CC1 (stereo unspecified)	?	81.2%[activator]	?	2.5%	23.0	2.9
52	N=c1c2c3c(sc2ncn1CCCN1CCOCC1)CCCCC3	5.0%	·	5.7%	-5.3%	7.7	-5.9
53	CC(C)CC(c1nnnn1C1CCCC1)N1CCN(C(=O)c2ccco2)CC1 (stereo unspecified)	-6.0%	9.28µM*	-7.4%	-25.0%	14.6	5.2
54	COC(=O)CCCCC1SCC2NC(=O)NC21O (stereo unspecified)	6.6%	?	0.8%	·	-7.0	-2.7
55	ClC1(Cl)CC1Cn1c(C2CC2)nc2ccccc21 (stereo unspecified)	3.2%	?	1.3%	-17.4%	-6.0	-3.5
